Source: PubChem BioAssay
FLuc counter = firefly luciferase modulation, counter-screen for miR-21 project | P08659 | purified FLuc, Km substrates, luminescence inhibition | Potency, µM (top dose mostly 57.5 µM), for the others: top-dose activity change, negative = inhibition, usual class: inhibitors | 360,000 compounds, 6.9% hits;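 further: potency means the concentration at half of the fitted maximal effect; plate controls were vehicle for no effect and reference inhibitor for full effect; nearly all actives have a fitted effect of over 55% in size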
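Biochemical qHTS of compounds, final roughly 60 µM downward over six points, against 10 nM purified firefly luciferase using Km concentrations of substrates (10 uM D-luciferin, 10 uM ATP) in Tris acetate pH 7.5 buffer; luminescence output.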
Menin MLL FP TR = menin-MLL binding inhibition, Texas Red mutant peptide; Menin + Texas Red MLL mutant peptide, fluorescence polarization; Potency, µM (titrated, usually from 61.6 µM), for the others: at the highest dose FP activity change, negative = inhibition, hits mostly inhibitors; 270,000 compounds, 0.23% hits; active means well fitted inhibition curve with a large enough effect in the polarisation, with a control signal flat, not every such curve was filed as active; inconclusive means small, poorly fitted or top-dose-only effect, or effect the other way, or a change in a side signal; inactive means no such curve, though single readings can be large or run the other way; the % refers to the polarisation; further: potency means the concentration at half of the fitted maximal effect; % of control where 0% means no effect; many of its hits are not listed in these tables
PKM2 activator = PKM2 (human) enzyme activation | P14618 | purified PKM2, Kinase-Glo ATP luminescence, activation; response scale: 0% is enzyme alone, no compound | 260,000 compounds, 0.34% hits | AID 1631 | Potency, µM (titrated, usually from 57.5 µM), without a hit: at the highest dose activation, usual class: activators; further: potency means the concentration at half of the fitted maximal effect; on the % scale 0 is the no-effect control and ±100 the full control effect; nearly all actives have a fitted effect of over 55% in size
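Purified hPK-M2 (>95% pure) converted ADP (0.1 mM final) to ATP with 0.5 mM PEP in 50 mM imidazole pH7.2, KCl, MgCl2, Tween 20, BSA; 1 h at room temperature. ATP detected by Kinase-Glo luminescence.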
Mito fusion yeast = blocks mitochondrial division or promotes mitochondrial fusion. S. cerevisiae fusion-defective mutant growth rescue, CellTiterGlo 48 h. Potency, µM (highest dose often 46.1 µM), for inactives: at the top dose growth rescue (activation), usual class: activators. 320,000 compounds, 0.23% hits. AID 485298;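 further: potency means the concentration at half of the fitted maximal effect; % of control where 0% means no effect; nearly all actives have a fitted effect of over 45% in size; temperature-sensitive fusion mutants such as fzo1-1 at 37 °C on non-fermentable ethanol glycerol medium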
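S. cerevisiae fusion-defective temperature-sensitive mutants (e.g. fzo1-1, mgm1-5) grown 48 h at 37C in YPEG (ethanol/glycerol non-fermentable) medium with 23 nl compound per well; growth rescue read as CellTiterGlo luminescence.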
MBNL1 CUG block = MBNL1-poly(CUG) RNA binding inhibition. TR-FRET MBNL1-His/biotin-(CUG)12 binding, 665/545 ratio. Potency, µM (series often up to 57.5 µM), for the others: at the highest dose activity change, negative = inhibition, usual class: inhibitors. 280,000 compounds, 0.036% hits. Q9NR56; active means well fitted inhibition curve with a large enough effect in the signal ratio, with a control signal flat, not every such curve was filed as active; inconclusive means small, poorly fitted or top-dose-only effect, or effect the other way, or a change in a side signal; inactive means no such curve, though single readings can be large or run the other way; the % refers to the signal ratio; further: potency means the concentration at half of the fitted maximal effect; on the % scale 0 is the no-effect control and ±100 the full control effect
Target sequence (Q9NR56 whole entry, looked up): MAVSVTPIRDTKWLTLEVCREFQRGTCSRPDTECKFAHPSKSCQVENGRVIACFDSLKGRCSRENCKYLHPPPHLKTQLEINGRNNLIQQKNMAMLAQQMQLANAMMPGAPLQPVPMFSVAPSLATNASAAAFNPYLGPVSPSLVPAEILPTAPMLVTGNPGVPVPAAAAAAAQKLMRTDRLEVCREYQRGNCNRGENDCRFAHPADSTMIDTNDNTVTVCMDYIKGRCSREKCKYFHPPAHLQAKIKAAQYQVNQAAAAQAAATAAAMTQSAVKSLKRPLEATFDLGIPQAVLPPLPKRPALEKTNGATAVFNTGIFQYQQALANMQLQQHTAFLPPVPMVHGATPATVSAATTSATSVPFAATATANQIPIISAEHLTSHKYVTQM
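Compound titration spanned 92 nM–58 uM against the MBNL1-His/biotin-(CUG)12 complex. After 60 min at room temperature with 5 nM streptavidin-XL665 and 0.055 ng/ul terbium anti-His, ratiometric 665/545 nm emission (Ex 340 nm) normalized to controls.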
KCNH2 3.1 inh = blocks the human KCNH2 3.1 channel isoform; U2OS KCNH2 3.1, thallium flux FluxOr; active compounds read low; activity change, % (tested at about 1.8 µM); 340,000 compounds, 0.95% hits;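 active means maximum activity change below -70%; inconclusive means maximum activity change from -70% to -50%; inactive means maximum activity change above -50%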;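 further: thallium influx rate constant from kinetic fluorescence after stimulation buffer; on the % scale 0 is the no-effect control and ±100 the full control effect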
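Measured as rate of thallium-driven FluxOr signal in transduced U2OS cells carrying the 3.1 channel, read kinetically for 2 min upon stimulation; values are rate constants scaled to DMSO control wells.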
Rab9 prom act = Rab9 promoter activation; Huh7 Rab9 promoter-luciferase reporter, luminescence, 24 h; Potency, µM (doses to about 9.22 µM), for the others: at the highest dose activation, negative = inhibition, most hits filed as activators; AID 485297; 320,000 compounds, 2.8% hits; further: potency means the concentration at half of the fitted maximal effect; % of control where 0% means no effect; nearly all actives have a fitted effect of over 60% in size
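Huh7 cells stably carrying a Rab9 promoter-luciferase reporter, 1500 cells per well in OP-MEM I with 10% FBS, treated with compound 24 hours at 37C. Luciferase activity read by luminescence after 10 minutes with Amplite reagent.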
NPC1 prom act = activates the NPC1 promoter; Huh7 NPC1 promoter luciferase reporter, 24 h; 320,000 compounds, 2.4% hits; Potency, µM (series often up to 9.22 µM), for inactives: at the top dose activation, most hits filed as activators;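 further: potency means the concentration at half of the fitted maximal effect; % of control where 0% means no effect; nearly all actives have a fitted effect of over 60% in size; reporter is driven by a mutant NPC1 promoter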
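Quantitative HTS used a cell-based reporter: Huh7 cells stably bearing the NPC1 promoter upstream of luciferase were treated with compounds for 24 h, and promoter activation was read as luminescence.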
ELG1 DNA repair = inhibitors of ELG1-dependent DNA repair in HEK293T cells | 330,000 compounds, 2.3% hits | HEK293T ELG1-luciferase reporter, luminescence, 16 h; DNA damage induced by 5-fluorouridine | Potency, µM (highest dose often 46.1 µM), inactives show at the highest dose activity change, negative = inhibition, most hits filed as inhibitors; further: potency means the concentration at half of the fitted maximal effect; on the % scale 0 is the no-effect control and ±100 the full control effect; nearly all actives have a fitted effect of over 55% in size
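Step one: seed 2,000 cells per well. Step two: pin-transfer compound or DMSO alongside 5-fluorouridine. Step three: incubate 16 hr, 37 °C, 5% CO2. Step four: add ONE-Glo, wait 30 min, read luminescence.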
RORg inh = blocks mouse ROR gamma transcriptional activity | P51450 | Drosophila S2 Gal4-RORgamma UAS-luciferase reporter, 20 h | Potency, µM (titrated, usually from 53.6 µM), without a hit: at the top dose activity change, negative = inhibition, most hits filed as inhibitors | 310,000 compounds, 5.4% hits | AID 2551; further: potency means the concentration at half of the fitted maximal effect; on the % scale 0 is the no-effect control and ±100 the full control effect; nearly all actives have a fitted effect of over 60% in size
Target sequence (P51450 whole entry, looked up, the tested form may be a part): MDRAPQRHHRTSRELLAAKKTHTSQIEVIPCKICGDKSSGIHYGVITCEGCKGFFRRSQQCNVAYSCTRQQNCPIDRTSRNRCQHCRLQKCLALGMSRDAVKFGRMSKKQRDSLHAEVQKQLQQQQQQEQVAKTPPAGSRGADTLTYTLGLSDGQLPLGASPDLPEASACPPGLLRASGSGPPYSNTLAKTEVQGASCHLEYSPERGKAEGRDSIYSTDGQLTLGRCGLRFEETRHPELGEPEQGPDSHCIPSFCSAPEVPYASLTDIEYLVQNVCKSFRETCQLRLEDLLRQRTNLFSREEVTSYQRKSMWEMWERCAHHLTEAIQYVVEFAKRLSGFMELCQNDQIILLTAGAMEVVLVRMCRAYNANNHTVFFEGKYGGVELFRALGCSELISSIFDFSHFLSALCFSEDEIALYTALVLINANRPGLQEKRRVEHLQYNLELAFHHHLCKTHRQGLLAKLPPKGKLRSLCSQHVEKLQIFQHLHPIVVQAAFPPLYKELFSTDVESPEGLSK
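Drosophila S2 cells stably expressing Gal4-DBD/mouse RORγ fusion under metallothionein promoter plus UAS-luciferase; compound 1 h, then 700 uM CuSO4 induction for 20 h at ambient temperature; inhibition read as reduced luminescence.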
VP16 counter = counter-screen for ROR gamma inhibitors: Gal4-VP16 reporter; Drosophila S2 Gal4-VP16 UAS-luciferase, luminescence, 20 h; 310,000 compounds, 3.5% hits; AID 2546; Potency, µM (top dose mostly 53.6 µM), for inactives: at the top dose activity, negative = inhibition, actives largely listed as inhibitors;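 further: Gal4-VP16 expression switched on by copper sulfate through the metallothionein promoter; potency means the concentration at half of the fitted maximal effect; on the % scale 0 is the no-effect control and ±100 the full control effect; nearly all actives have a fitted effect of over 50% in size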
Numbers without * were called inactive; ? = inconclusive; . = no result given; & = joins results of further samples; [ ] = remark or other dose. Unless noted, the call rests on the fitted dose curve; in most records, active means well fitted curve in the direction sought with a large enough effect; inconclusive means small, poorly fitted or top-dose-only effect, or another doubt; inactive means no such curve, though single readings can be large; an effect the other way counts as inactive or inconclusive. The list is partial; the hit share may differ from the screen's.

SMILES	FLuc counter	Menin MLL FP TR	PKM2 activator	Mito fusion yeast	MBNL1 CUG block	KCNH2 3.1 inh	Rab9 prom act	NPC1 prom act	ELG1 DNA repair	RORg inh	VP16 counter
O=C(Nc1cccc(F)c1)C1CCCN(S(=O)(=O)c2cccc3cccnc23)C1 (stereo unspecified)	6%&-12%	.	.	3%	-3%	-22	-2%	-2%	-7%	28%	14%
O=C(CC12CC3CC(C1)CC(CC(=O)N1CCCC1)(C3)C2)N1CCCC1	1%	-9%	0%	0%	-12%	-13	2%	-1%	-31%	-7%	3%
CC(=O)c1c(N2CCCCC2)nc(=S)n(-c2ccccc2)c1C	4%	-3%	-3%	-13%	3%	-3	-3%	3%	15%	?	-1%
COC(=O)c1ccc(C)c(NC(=O)CCc2ccc(OC)cc2)c1	-2%	-5%	-5%	-1%	-11%	-15	-1%	-1%	-5%	33%	-1%
CCc1ccccc1NC(=O)C1COc2ccccc2O1 (stereo unspecified)	8%	11%	2%	4%	-5%	4	0%	-4%	?	-4%	-1%
O=C(C[n+]1ccccc1)N/N=C/c1ccccc1C(F)(F)F	1%	5%	.	18%	3%	3	-1%	-2%	9%	22%	-4%
CCC(=O)c1cc(F)c(N2CCN(S(=O)(=O)c3ccc(C)cc3)CC2)cc1C	5%	-1%	-2%	-5%	8%	-4	-1%	0%	?	?	-11%
CCN(CC)c1ccc(C=Nc2ccc(C)cc2C)c(O)c1	3.4µM*	-8%	-11%	2%	?	-21	?	28%	?	6%	-11%
COc1ccc(S(=O)(=O)NN(C)c2ncc(C(F)(F)F)cc2Cl)cc1	-7%	-24%	0%	8%	.	5	-1%	2%	19%	4µM*	?
CCOc1ccc(NC(=O)CN(C)C(=O)c2cc3c(s2)CCC(C)C3)cc1OCC (stereo unspecified)	-20%	.	.	8%	.	-16	1%	-3%	-18%	.	.
COc1ccc(C)cc1NC(=O)CNCc1cccs1	-14%	-1%	-1%	4%	-3%	-13	-3%	-4%	3%	27%	8%
COc1ccc(NC(=O)CC2SC(=NCc3ccccc3OC)NC2=O)cc1 (stereo unspecified)	4%	-2%	2%	1%	-8%	1	24%	0%	-5%	23%	5%
Cc1cc(NC(=O)CN2C(=O)NC(Cc3ccccc3)C2=O)no1 (stereo unspecified)	2%	12%	4%	1%	-2%	3	6%	-1%	1%	23%	0%
COc1ccc(C(=O)NNS(=O)(=O)c2ccc(C)cc2)cc1	5%	4%	2%	-8%	-13%	14	1%	-3%	0%	-14%	-15%
Cc1noc(C)c1COC(=O)c1ccccc1NC(=O)c1ccco1	-4%	-2%	0%	-6%	-10%	-4	-5%	0%	?	16%	-24%
Cc1cccc(Cn2ncc(Cl)c(Cl)c2=O)c1	-1%	0%	20%	-1%	62%[activator]	3	2%	-22%	?	?	?
COc1ccc(NC(=S)N(Cc2ccc(N(C)C)cc2)Cc2ccco2)cc1	-3%	14%	-15%	1%	.	2	22%	2%	?	13µM*	20µM*
COc1ccccc1CNC(=O)CSc1nn2c(=O)c(C(C)(C)C)nnc2s1	0%	4%	1%	-4%	3%	-19	-5%	-2%	-17%	10µM*	?
O=c1c2cn[nH]c2[nH]c(=S)n1-c1ccccc1F	1.2µM*	-10%	-12%	2%	-12%	1	?	2.8µM*	?	6%	-1%
CCc1ccccc1-n1c(SCC(=O)N2CCCC2)nc2[nH]ncc2c1=O	-5%	-1%	4%	-12%	-7%	1	12%	-3%	0%	9%	0%
Cc1cc(/C=N/n2c(COc3ccccc3C)nc3ccccc3c2=O)c(O)c([N+](=O)[O-])c1	24µM*	?	5%	?	-1%	7	1%	5%	3%	14µM*	35µM*
O=C1C2CCCN2C(=O)N1CCCCN1CCN(CCO)CC1 (stereo unspecified)	4%	2%	-2%	-2%	-5%	-17	-6%	-3%	9%	18%	-13%
CCOC(=O)CSC(C)C(=O)Nc1nnc(C(C)C)s1 (stereo unspecified)	2%	12%	2%	-3%	-9%	2	-2%	2%	0%	18%	3%
CC(C)(C)C(=O)CN1C2=NCCCN2c2ccccc21	2%	-1%	0%	4%	0%	?	6%	-3%	-17%	-27%[1.91 µM]	1%
CCCCC/C=C\CC(O)/C=C/c1cccc(CC(O)CCCCO)n1 (stereo unspecified)	.	9%&-11%	.	?	.	.	3%[46.1 µM]	-1%[46.1 µM]	.	4%	-1%

Looked up by compound from the list above (5):
SMILES	FLuc counter	Menin MLL FP TR	PKM2 activator	Mito fusion yeast	MBNL1 CUG block	KCNH2 3.1 inh	Rab9 prom act	NPC1 prom act	ELG1 DNA repair	RORg inh	VP16 counter
O=C(CC12CC3CC(C1)CC(CC(=O)N1CCCC1)(C3)C2)N1CCCC1	1%	-9%	0%	0%	-12%	-13	2%	-1%	-31%	-7%	3%
CCc1ccccc1NC(=O)C1COc2ccccc2O1 (stereo unspecified)	8%	11%	2%	4%	-5%	4	0%	-4%	?	-4%	-1%
O=C(Nc1cccc(F)c1)C1CCCN(S(=O)(=O)c2cccc3cccnc23)C1 (stereo unspecified)	6%&-12%	.	.	3%	-3%	-22	-2%	-2%	-7%	28%	14%
CC(=O)c1c(N2CCCCC2)nc(=S)n(-c2ccccc2)c1C	4%	-3%	-3%	-13%	3%	-3	-3%	3%	15%	?	-1%
Cc1cccc(Cn2ncc(Cl)c(Cl)c2=O)c1	-1%	0%	20%	-1%	62%[activator]	3	2%	-22%	?	?	?

Next section
SMILES	FLuc counter	Menin MLL FP TR	PKM2 activator	Mito fusion yeast	MBNL1 CUG block	KCNH2 3.1 inh	Rab9 prom act	NPC1 prom act	ELG1 DNA repair	RORg inh	VP16 counter
CC(C)C(=O)Nc1ccc(NC(=S)NC(=O)c2cc3ccccc3o2)cc1	-1%	-21%	-2%	-12%	6%	4	-5%	0%	?	-1%	3%[10 µM]
N#Cc1ccc(S(=O)(=O)N2CCc3[nH]c4ccc(F)cc4c3C2)cc1	-3%	.	7%	-5%	.	-12	-4%	0%	16%	38%	1%
COc1ccccc1N1CCN(C(=O)CCc2nnc3ccc(N4CCC(C)CC4)nn23)CC1	0%	-9%	.	-3%	4%	-6	-9%	-8%	?	3%	-5%
CC(C)(C)S(=O)(=O)c1cnc(-c2ccc(Cl)cc2)nc1N	?	.	4%	-5%	.	-18	2.2µM*	2.5µM*	?	34%	26%
O=C(COC(=O)c1c(F)cccc1Cl)NC(=O)Nc1ccc2c(c1)OCCO2	-26%	.	.	-1%	.	-12	0%	0%	?	.	.
COc1ccc(OC)c(-c2cc(C(=O)NCc3ccco3)no2)c1	-19%	1%	0%	4%	-1%	4	3%	1%	8%	5%	-3%
COc1cccc(OC)c1NC(=O)CN1CCN(C)CC1	-3%	.	.	-6%	-12%	8	0%	2%	3%	-7%	2%
Cc1ccc(SCC(=O)NCCSC(C)(C)C)cc1	?	12%	0%	-3%	-1%	0	25%	7%	?	32%	13%
Nc1cc(=O)[nH]c(SCC(=O)Nc2cc(S(=O)(=O)N3CCOCC3)ccc2Cl)n1	-12%	-15%	0%	-10%	.	-12	0%	-12%	10%	-77%	-6%
O=C(CNC1CCCCC1)Nc1cc(S(=O)(=O)N2CCOCC2)ccc1Cl	1%	-23%	1%	12%	-4%	-2	0%	-6%	-8%	24%	5%
Cc1ccc(NC(=O)N2CCOCC2)c(C)c1	0%	7%	1%	0%	1%	15	?	1%	7%	-6%	1%
O=C(NC1CCCCCCC1)c1c(O)c2ccccc2[nH]c1=O	-15%	-22%	10%	10%	-5%	-19	?	?	?	?	24%
Cc1cc(OCC(=O)NC2CC2)c2c(C)cc(=O)oc2c1	-1%	3%	2%	4%	-3%	-3	3%	-6%	10%	-3%	0%
O=C(Nc1ccc(N2CCOCC2)cc1)c1ccc([N+](=O)[O-])cc1	1%	12%	1%	1%	.	-7	12%	7%	?	11%	-17%
CN(C)CCn1c2c(c(SCC(=O)Nc3ccccc3)nc1=O)CCCC2	6%	.	.	2%	.	1	-4%	-3%	-4%	.	.
